pPAFAH inh: pPAFAH enzyme inhibitors, primary screen, biochemical, fluorescence polarization, human; Platelet-activating factor acetylhydrolase (Homo sapiens), Q13093; AID 463082, 2010; recombinant pPAFAH, FP-rhodamine probe fluorescence polarization; 330,000 tested, 1.5% active; inhibition, % at 3.39 µM;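 active means inhibition above the mean inhibition across the screen plus 3 SD, cut at about 25% in these data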;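 further: inhibitors block binding of the rhodamine activity-based probe so polarization drops; 0% = enzyme with DMSO and 100% = wells lacking pPAFAH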
ZTA DNA inh: counter-screen for EBNA-1 inhibitors: inhibitors of Epstein-Barr virus ZTA | ZTA-DNA binding, fluorescence polarization | inhibition, % at 11 µM | 320,000 tested, 0.15% active; in the data active means inhibition above about 33%
PAFAH1B3 inh: PAFAH1B3 enzyme inhibitors, primary screen, biochemical, fluorescence polarization, human; Platelet-activating factor acetylhydrolase IB subunit alpha1 (Homo sapiens), Q15102; recombinant PAFAH1B3, FP-rhodamine probe; inhibition, % at 3.39 µM; 340,000 tested, 0.28% active;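 active means inhibition above the screen-wide average of all tested compounds plus 3 SD, cut at about 25% in these data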;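 further: 0% = enzyme with DMSO only and 100% = wells lacking PAFAH1B3 protein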
PREPL inh: PREPL enzyme inhibitors, primary screen, biochemical, fluorescence polarization; recombinant PREPL, fluorescence polarization activity-based probe; inhibition, % at 5.96 µM; 320,000 tested, 0.68% active; AID 2751, 2010; in the data active means inhibition above about 43%;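 further: 0% = enzyme with DMSO and 100% = wells lacking enzyme; many of its hits are not listed in these tables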
Target sequence (Q4J6C6 whole entry, looked up): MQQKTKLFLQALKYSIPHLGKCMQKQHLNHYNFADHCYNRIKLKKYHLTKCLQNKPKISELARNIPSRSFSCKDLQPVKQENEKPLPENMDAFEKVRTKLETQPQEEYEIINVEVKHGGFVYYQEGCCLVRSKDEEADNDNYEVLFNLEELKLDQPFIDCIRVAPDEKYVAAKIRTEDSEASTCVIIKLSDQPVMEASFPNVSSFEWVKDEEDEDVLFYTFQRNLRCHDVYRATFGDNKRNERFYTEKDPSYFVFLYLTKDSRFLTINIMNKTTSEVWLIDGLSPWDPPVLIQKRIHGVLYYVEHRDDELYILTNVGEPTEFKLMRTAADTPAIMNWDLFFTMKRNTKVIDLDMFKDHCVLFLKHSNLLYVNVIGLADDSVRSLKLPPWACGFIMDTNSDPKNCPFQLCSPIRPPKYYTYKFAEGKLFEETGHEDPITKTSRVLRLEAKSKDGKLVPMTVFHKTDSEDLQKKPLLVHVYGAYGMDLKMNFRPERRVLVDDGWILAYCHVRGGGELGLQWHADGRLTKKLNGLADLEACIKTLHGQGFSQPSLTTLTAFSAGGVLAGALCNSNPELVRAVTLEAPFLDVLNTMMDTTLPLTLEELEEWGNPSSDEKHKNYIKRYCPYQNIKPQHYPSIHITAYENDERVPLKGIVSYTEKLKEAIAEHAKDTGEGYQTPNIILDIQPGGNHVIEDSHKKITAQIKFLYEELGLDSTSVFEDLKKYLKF
LYPLA1 counter: LYPLA1 inhibitors, primary screen, counter-screen for PME1 inhibitor project, biochemical, fluorescence polarization, FP-Rh probe ABPP | Acyl-protein thioesterase 1 (Homo sapiens), O75608 | recombinant LYPLA1 | inhibition, % at 5.9 µM | 320,000 tested, 0.16% active;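 active means inhibition above the mean of all tested compounds plus 3 SD, set per campaign, cut at about 14% in these data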;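 further: inhibitors block serine hydrolase probe labeling of LYPLA1 so polarization falls; 0% = enzyme with DMSO and 100% = wells lacking LYPLA1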
PAFAH2 FP inh: PAFAH2 enzyme inhibitors, primary screen, biochemical, fluorescence polarization, human; Platelet-activating factor acetylhydrolase 2, cytoplasmic (Homo sapiens), Q99487; recombinant PAFAH2, FP-rhodamine activity probe; inhibition, % at 3.39 µM; 340,000 tested, 0.99% active; AID 492956, 2010;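 active means inhibition above the mean over all tested compounds plus 3 SD, cut at about 30% in these data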;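 further: inhibitors block probe labeling of enzyme so polarization drops; 0% = enzyme with DMSO and 100% = wells lacking PAFAH2 protein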
LYPLA2 counter: LYPLA2 inhibitors, primary screen, counter-screen for PME1 inhibitor project, biochemical, fluorescence polarization, FP-Rh probe ABPP; inhibition, % at 5.9 µM; Acyl-protein thioesterase 2 (Homo sapiens), O95372; 320,000 tested, 0.38% active; AID 2177, 2009; recombinant LYPLA2;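 active means inhibition above the screen-wide mean plus 3 SD, limit set per campaign, cut at about 26% in these data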;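 further: 0% = LYPLA2 with DMSO and 100% = wells lacking LYPLA2 enzyme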
PAFAH1B2 inh: PAFAH1B2 enzyme inhibitors, primary screen, biochemical, fluorescence polarization, human; Platelet-activating factor acetylhydrolase IB subunit alpha2 (Homo sapiens), P68402; recombinant PAFAH1B2, FP-rhodamine activity probe; AID 492953, 2010; 340,000 tested, 1.2% active; inhibition, % at 3.39 µM;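 active means inhibition above the mean of all tested compounds plus 3 SD, cut at about 24% in these data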;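 further: 0% = enzyme with DMSO and 100% = wells lacking PAFAH1B2; many of its hits are not listed in these tables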
Target sequence (P68402 whole entry, looked up): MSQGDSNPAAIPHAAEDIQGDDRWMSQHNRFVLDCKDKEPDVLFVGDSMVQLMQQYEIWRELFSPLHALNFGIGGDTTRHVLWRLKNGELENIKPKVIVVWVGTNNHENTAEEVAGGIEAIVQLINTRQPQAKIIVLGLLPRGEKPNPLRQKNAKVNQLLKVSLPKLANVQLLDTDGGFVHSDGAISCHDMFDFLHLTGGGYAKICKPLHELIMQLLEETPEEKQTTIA
EBNA-1 inh: EBNA-1 DNA-binding inhibitors, primary screen, biochemical, fluorescence polarization | inhibition, % at 14.8 µM | 300,000 tested, 0.34% active; in the data active means inhibition above about 28%
* = called active by the depositor.

For Cc1ccc(-c2cc(C(=O)NCc3ccccn3)c3ccccc3n2)cc1 the results were pPAFAH inh 0, ZTA DNA inh 3, PAFAH1B3 inh -3, PREPL inh -13, LYPLA1 counter 0, PAFAH2 FP inh 0, LYPLA2 counter -2, PAFAH1B2 inh 1 and EBNA-1 inh -10.
`CN(C)C1=NCCN1CCCC1CCCCC1` gave pPAFAH inh -1, ZTA DNA inh -7, PAFAH1B3 inh 10, PREPL inh 2, LYPLA1 counter 2, PAFAH2 FP inh -2, LYPLA2 counter 1, PAFAH1B2 inh 4 and EBNA-1 inh -5.
O=C(Nc1ccon1)c1nc[nH]c1C(=O)N1CCN(c2ccccc2)CC1 was read as pPAFAH inh 3, PAFAH1B3 inh -2, PREPL inh 8, PAFAH2 FP inh -2 and PAFAH1B2 inh 1.
For CSc1ccccc1OCc1cc(C(=O)NCCn2ccnc2C)no1 the results were pPAFAH inh 1, ZTA DNA inh 14, PAFAH1B3 inh 8, PREPL inh 2, LYPLA1 counter 0, PAFAH2 FP inh 2, LYPLA2 counter 2, PAFAH1B2 inh 3 and EBNA-1 inh 11.
`Cc1ccc(/C=C/C(=O)Nc2ccccc2C(N)=O)cc1` gave pPAFAH inh 1, ZTA DNA inh 7, PAFAH1B3 inh 15, PREPL inh 1, LYPLA1 counter -1, PAFAH2 FP inh 8, LYPLA2 counter 0, PAFAH1B2 inh 4 and EBNA-1 inh -1.
`O=C(CN1C(=O)CCC1=O)Nc1nc(-c2cccs2)cs1` gave pPAFAH inh 5, ZTA DNA inh -14, PAFAH1B3 inh 11, PREPL inh 3, LYPLA1 counter 0, PAFAH2 FP inh 0, LYPLA2 counter -4, PAFAH1B2 inh -5 and EBNA-1 inh -10.
`Cc1cc(=O)oc2cc(OCC(=O)OCC(=O)NC3CC3)ccc12` gave pPAFAH inh -3, ZTA DNA inh 4, PAFAH1B3 inh 3, PREPL inh 1, LYPLA1 counter 3, PAFAH2 FP inh 0, LYPLA2 counter 7, PAFAH1B2 inh 5 and EBNA-1 inh -7.
For O=C(CN1CCCCC1)N1CCc2ccccc21 the results were pPAFAH inh 11, ZTA DNA inh -4, PAFAH1B3 inh -2, PREPL inh -2, LYPLA1 counter 2, PAFAH2 FP inh -6, LYPLA2 counter 5, PAFAH1B2 inh -1 and EBNA-1 inh 0.
For CC(/C=C1\SC(=S)N(NC(=O)c2cccc(O)c2)C1=O)=C\c1ccccc1 the results were pPAFAH inh 0, ZTA DNA inh 10, PAFAH1B3 inh -3, PREPL inh 11, LYPLA1 counter -12, PAFAH2 FP inh -6, LYPLA2 counter -25, PAFAH1B2 inh -1 and EBNA-1 inh -12.
CC(C)c1cc2cc3ccc(=O)oc3cc2o1 was read as pPAFAH inh 4, ZTA DNA inh 1, PAFAH1B3 inh 1, PREPL inh -6, LYPLA1 counter -2, PAFAH2 FP inh 3, LYPLA2 counter -6, PAFAH1B2 inh 7 and EBNA-1 inh 8.
`CCOC(=O)c1c(C)[nH]c(C2=NNC(=Nc3cccc(Cl)c3)SC2)c1C` gave pPAFAH inh 14, ZTA DNA inh 5, PREPL inh 18, LYPLA1 counter -10, LYPLA2 counter -3 and EBNA-1 inh 10.
`O=C(NC1CCCCCC1)c1ccc(CS(=O)Cc2cccc(Cl)c2)o1` (stereo not given) gave pPAFAH inh 7, ZTA DNA inh 3, PAFAH1B3 inh 3, PREPL inh 11, LYPLA1 counter 2, PAFAH2 FP inh 2, LYPLA2 counter 5, PAFAH1B2 inh -1 and EBNA-1 inh -10.
Screening CCCN(CC(=O)Nc1ccccc1C)C(=O)C1CC(=O)N(c2cccc(C)c2C)C1 (stereo not given) returned pPAFAH inh 2, ZTA DNA inh -8, PAFAH1B3 inh 5, PREPL inh 11, LYPLA1 counter -2, PAFAH2 FP inh -3, LYPLA2 counter 0, PAFAH1B2 inh -2 and EBNA-1 inh 4.
For O=C(O)CCc1ccc(S(=O)(=O)N2CCOCC2)cc1 the results were pPAFAH inh 4, ZTA DNA inh 1, PAFAH1B3 inh 9, PREPL inh -5, LYPLA1 counter 1, PAFAH2 FP inh -9, LYPLA2 counter 0, PAFAH1B2 inh 0 and EBNA-1 inh 8.
COc1ccc2occ(NC(C)=O)c2c1 was read as pPAFAH inh -1, ZTA DNA inh -11, PAFAH1B3 inh 0, PREPL inh -2, LYPLA1 counter 4, PAFAH2 FP inh -4, LYPLA2 counter 6, PAFAH1B2 inh 3 and EBNA-1 inh 3.
`Nc1c(C(=O)Nc2ccc3c(c2)OCCO3)nnn1Cc1ccc(F)cc1` gave pPAFAH inh 2, ZTA DNA inh 19, PAFAH1B3 inh 9, PREPL inh 4, LYPLA1 counter 1, PAFAH2 FP inh -3, LYPLA2 counter 0, PAFAH1B2 inh 1 and EBNA-1 inh 13.
O=C(O)c1ccccc1S(=O)CCO (stereo not given) was read as pPAFAH inh 4, ZTA DNA inh -6, PAFAH1B3 inh 4, PREPL inh 2, LYPLA1 counter 0, PAFAH2 FP inh -1, LYPLA2 counter -1, PAFAH1B2 inh 2 and EBNA-1 inh 1.
Screening COc1ccc(CCN(C)C2CCCN(S(=O)(=O)C(C)C)C2)cc1OC (stereo not given) returned pPAFAH inh -3, ZTA DNA inh -12, PAFAH1B3 inh 6, PREPL inh 10, LYPLA1 counter 1, PAFAH2 FP inh 4, LYPLA2 counter -4, PAFAH1B2 inh 6 and EBNA-1 inh -6.
Screening CC(=O)Nc1ccc(S(=O)(=O)N2CCSC2)cc1 returned pPAFAH inh 4, ZTA DNA inh -17, PAFAH1B3 inh 9, PREPL inh 5, LYPLA1 counter -3, PAFAH2 FP inh -1, LYPLA2 counter -1, PAFAH1B2 inh 9 and EBNA-1 inh 0.
`Clc1cccc(N2CCN(c3ncnc4nc[nH]c34)CC2)c1` gave pPAFAH inh 1, ZTA DNA inh -1, PAFAH1B3 inh 3, PREPL inh -5, LYPLA1 counter -1, PAFAH2 FP inh 0, LYPLA2 counter 3, PAFAH1B2 inh 3 and EBNA-1 inh -9.
`COc1ccccc1/C=C/C=N/n1c(-c2ccc(C)cc2)n[nH]c1=S` gave pPAFAH inh 14, ZTA DNA inh -15, PAFAH1B3 inh 4, PREPL inh -27, LYPLA1 counter -2, PAFAH2 FP inh -12, LYPLA2 counter -5, PAFAH1B2 inh 1 and EBNA-1 inh -1.
Cc1ccc(CSc2nnc(-c3cccc4ccccc34)o2)cc1 was read as pPAFAH inh 0, PAFAH1B3 inh 0, PREPL inh -6, PAFAH2 FP inh -5 and PAFAH1B2 inh 1.
CNC(=O)NCC12CC3CC(CC(C3)C1)C2 was read as pPAFAH inh 4, ZTA DNA inh 2, PAFAH1B3 inh 9, PREPL inh -1, LYPLA1 counter -2, PAFAH2 FP inh 11, LYPLA2 counter -9, PAFAH1B2 inh 16 and EBNA-1 inh -1.
Screening CC1CC(C)CN(S(=O)(=O)c2cccc3nonc23)C1 (stereo not given) returned pPAFAH inh 2, ZTA DNA inh -13, PAFAH1B3 inh 1, PREPL inh -1, LYPLA1 counter -5, PAFAH2 FP inh -7, LYPLA2 counter -3, PAFAH1B2 inh 3 and EBNA-1 inh 0.
Screening O=C(CSc1nc(-c2ccccc2)c(-c2ccccc2)[nH]1)NCC1CCCO1 (stereo not given) returned pPAFAH inh 5, ZTA DNA inh -8, PAFAH1B3 inh 8, PREPL inh 19, LYPLA1 counter 0, PAFAH2 FP inh -4, LYPLA2 counter 5, PAFAH1B2 inh 0 and EBNA-1 inh 9.
For CCCCNC(=O)C1CC(=O)N(C2CCCC2)C1 (stereo not given) the results were pPAFAH inh 7, ZTA DNA inh 4, PAFAH1B3 inh 8, PREPL inh 5, LYPLA1 counter 2, PAFAH2 FP inh 6, LYPLA2 counter 5, PAFAH1B2 inh 4 and EBNA-1 inh 1.
For CC(C)[C@@H]1COC(c2cccc(C3=N[C@H](C(C)C)CO3)n2)=N1 the results were pPAFAH inh -2, ZTA DNA inh 1, PAFAH1B3 inh -2, PREPL inh 0, LYPLA1 counter 2, PAFAH2 FP inh 5, LYPLA2 counter 2, PAFAH1B2 inh 7 and EBNA-1 inh 7.
Screening C=CCNC(=O)c1c(Br)cnn1-c1ccc(C)cc1 returned pPAFAH inh 2, ZTA DNA inh 3, PREPL inh -3, LYPLA1 counter -2, LYPLA2 counter -9 and EBNA-1 inh -3.
For Cc1cccc(NC(=O)c2cnn3ccccc23)c1C the results were pPAFAH inh 1, ZTA DNA inh 3, PAFAH1B3 inh 1, PREPL inh 11, LYPLA1 counter 1, PAFAH2 FP inh -1, LYPLA2 counter 3, PAFAH1B2 inh 0 and EBNA-1 inh 5.
`CCOC(=O)CCn1c(CC(=O)OCC)nc2ccccc21` gave pPAFAH inh 4, ZTA DNA inh -5, PAFAH1B3 inh 12, PREPL inh -3, LYPLA1 counter -2, PAFAH2 FP inh 9, LYPLA2 counter 3, PAFAH1B2 inh 2 and EBNA-1 inh -3.
`Cc1ccc(N(CC(=O)NCc2ccccc2)C(=O)CCC(=O)Nc2nccs2)cc1` gave pPAFAH inh 8, ZTA DNA inh 14, PAFAH1B3 inh 4, PREPL inh -25, LYPLA1 counter -4, PAFAH2 FP inh 5, LYPLA2 counter -4, PAFAH1B2 inh -2 and EBNA-1 inh 11.
`NS(=O)(=O)c1ccc(CNC(=O)NC2(c3ccccc3)CC2)cc1` gave pPAFAH inh 1, ZTA DNA inh 14, PAFAH1B3 inh -1, PREPL inh 1, LYPLA1 counter 1, PAFAH2 FP inh -5, LYPLA2 counter 0, PAFAH1B2 inh 0 and EBNA-1 inh 1.
`CCOC(=O)[C@H]1[C@H]2COc3ccc(Cl)cc3[C@@H]2N2C(=O)c3ccc(Cl)cc3NC(=O)[C@@]12C` gave pPAFAH inh 7, ZTA DNA inh -2, PAFAH1B3 inh -6, PREPL inh -5, LYPLA1 counter -3, PAFAH2 FP inh -4, LYPLA2 counter -6, PAFAH1B2 inh -9 and EBNA-1 inh 77*.
`CS(=O)(=O)Nc1ccc(C2=NN(C(=O)c3ccco3)C(c3ccccc3)C2)cc1` (stereo not given) gave pPAFAH inh 2, ZTA DNA inh 0, PAFAH1B3 inh 3, PREPL inh -14, LYPLA1 counter -2, PAFAH2 FP inh -3, LYPLA2 counter -4, PAFAH1B2 inh 0 and EBNA-1 inh 3.
O=C(Nc1ccc(Br)cc1)C1CCCN(S(=O)(=O)c2cccnc2)C1 (stereo not given) was read as pPAFAH inh 0, ZTA DNA inh -9, PAFAH1B3 inh 8, PREPL inh 7, LYPLA1 counter 0, PAFAH2 FP inh 1, LYPLA2 counter 0, PAFAH1B2 inh 8 and EBNA-1 inh -3.
COC(=O)[C@@H]1C[C@@]2(Br)c3ccccc3N(S(=O)(=O)c3ccccc3)[C@H]2N1C(=O)OC was read as pPAFAH inh 2, ZTA DNA inh -6, PAFAH1B3 inh 7, PREPL inh 9, LYPLA1 counter -1, PAFAH2 FP inh 3, LYPLA2 counter 0, PAFAH1B2 inh -1 and EBNA-1 inh 10.
CCCC(=O)NCCc1ccc(S(N)(=O)=O)cc1 was read as pPAFAH inh 2, ZTA DNA inh 15, PAFAH1B3 inh 10, PREPL inh 4, LYPLA1 counter -2, PAFAH2 FP inh 2, LYPLA2 counter 5, PAFAH1B2 inh 3 and EBNA-1 inh 5.

Some of the compounds tested (hit frequency here may not be typical).
